Screening data: PubChem BioAssay, NCI
cln2 rad14 = NCI yeast anticancer drug screen, S. cerevisiae cln2 rad14 strain; 78,000 compounds, 8.3% hits; AID 165, 2004; % growth inhibition at 50 µM;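 note: 0% = growth of vehicle-only cultures of the same strain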
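Yeast strain cln2 rad14, bearing defects in cell cycle control and DNA repair, serves as the test system; values reflect growth inhibition compared with vehicle.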
mec2-1 = NCI yeast anticancer drug screen, S. cerevisiae mec2-1 strain; % growth inhibition at 50 µM; 79,000 compounds, 9% hits;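 note: 0% = growth of vehicle-only cultures of the same strain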
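Readout is yeast growth inhibition, normalised to vehicle-treated controls, in the mec2-1 strain exposed to compound.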
sgs1 mgt1 = NCI yeast anticancer drug screen, S. cerevisiae sgs1 mgt1 strain; % growth inhibition at 50 µM; 78,000 compounds, 10% hits; AID 161, 2004;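 note: 0% = growth of vehicle-only cultures of the same strain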
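This yeast growth screen uses a strain with defined DNA-repair lesions; compound-treated growth is compared with vehicle-treated growth.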
yeast bub3 = NCI yeast anticancer drug screen, S. cerevisiae bub3 mutant strain | growth inhibition, % at 50 µM | 78,000 compounds, 9.9% hits;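 note: 0% = growth of vehicle-only cultures of the same strain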
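Readout: yeast growth inhibition, expressed relative to vehicle-only wells. The test organism is a mutant strain from a panel with lesions in DNA repair or checkpoint genes.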
rad50 = NCI yeast anticancer drug screen, S. cerevisiae rad50 strain. 79,000 compounds, 10% hits. % growth inhibition at 50 µM;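 note: 0% = growth of vehicle-only cultures of the same strain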
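Inhibition values express reduced yeast growth in compound-treated cultures relative to vehicle-treated controls.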
yeast mlh1 rad18 = NCI yeast anticancer drug screen, S. cerevisiae mlh1 rad18 strain; growth inhibition, % at 50 µM; 79,000 compounds, 11% hits;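 note: 0% = growth of vehicle-only cultures of the same strain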
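A repair-deficient yeast strain is exposed to test compound, and growth is scored relative to vehicle-treated controls.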
An asterisk follows results filed as active; nt = no result given; & = joins results of further samples. Cut-off read from the data, not from the text of the source: active = growth inhibition above about 70%; inactive = the rest.

SMILES | cln2 rad14 | mec2-1 | sgs1 mgt1 | yeast bub3 | rad50 | yeast mlh1 rad18
Cc1c(C)c(NC(=O)/C=C/C(=O)O)c(C)c(C)c1NC(=O)/C=C\C(=O)O | 42 | 89* | 90* | 86* | 62 | 60
COc1cccc(N2C(=O)C3c4[nH]c5ccc(C)cc5c4C4CCC(C)CC4C3C2=O)c1 (centres undefined) | -6 | -27 | -29 | -23 | -11 | -13
CCO/C=C/C=C(C(=O)OCC)C(=O)OCC | -6 | -38 | -24 | 14 | -8 | -16
O=[N+]([O-])c1ccc(C2ON2C2CCCCC2)cc1 (centres undefined) | -22 | -3 | 19 | -11 | -1 | 5
Cc1c(-c2ccccc2)c2ccccc2n1C | 20 | 9 | 10 | 21 | 38 | 22
CCOC(=O)CC1(C)SCCN1C(N)=O (centres undefined) | -26 | 4 | -6 | 4 | 2 | -10
CCCCOC(=O)COc1c(Cl)ccc(Cl)c1Cl | -4 | -1 | 7 | 11 | 7 | 7
CC12C=CC(=O)C=C1CCC1C2C(O)CC2(C)C1CCC21OCC1=O (centres undefined) | 24 | 0 | 13 | 1 | 4 | -10
O=C(O)CCCCCCCCC(=O)O | -13 | -39 | 8 | -24 | -8 | -18
O=C1COc2cc(NC(=S)Nc3ccccc3)ccc2N1 | 14 | -10 | -2 | -14 | -13 | 0
CC(=O)NC1(C)C(C)C2CC1C(C)C2(C)C (centres undefined) | -1 | -14 | -44 | -31 | 13 | -35
Cc1cc(CN(C)C)cc(C(C)C)c1O | 34 | -1 | -12 | 13 | 2 | -4
O=C(Nc1ccc(C(F)(F)F)cc1[N+](=O)[O-])C(=O)Nn1c(=S)[nH]c2ccccc2c1=O | 18 | 12 | -5 | 8 | 20 | 23
C/C=C/C=N/N(c1nnc(-c2ccccc2)c(-c2ccccc2)n1)S(=O)(=O)c1ccc(C)cc1 | 90* | 91* | 90* | 92* | 92* | 92*
O=C1C=C\C(=C/C=C/C=C/c2ccc(O)cc2O)C(O)=C1 | 0 | 0 | -9 | -14 | -8 | -12
COc1ccc(NC(=O)C(F)(F)F)cc1 | -2 | 4 | 10 | 1 | 9 | 2
O=C(CC(c1ccccc1)N1CCCCC1)c1ccccc1 (centres undefined) | -24 | -33 | -46 | -15 | 24 | 12
O=C(Nc1ccc(Cl)cc1)Nc1nnc(-c2cccc(-c3nnc(NC(=O)Nc4ccc(Cl)cc4)o3)c2)o1 | 22 | 34 | 36 | -4 | 39 | 14
C=CCNC(=S)Nc1ccc(OC(=O)NC2CCCCC2)cc1 | -8 | 24 | 15 | -2 | 6 | 32
COc1ccc(CCN=Cc2ccc(Cl)cc2)cc1OC | -1 | -28 | 15 | -17 | -4 | -11
O=S(=O)(O)c1ccc2c(N=Nc3ccc(N=Nc4ccccc4)cc3)c(O)c(S(=O)(=O)O)cc2c1 | 12 | 23 | 20 | -6 | 15 | 16
COc1cc(/C=C/c2ccnc3ccccc23)cc(OC)c1OC | 65 | 79* | 88* | 73* | 43 | 22
CCCC(=O)NC1=CC(=O)c2ccccc2C1=O | -9 | -7 | 0 | -5 | -7 | -17
CCOc1ccn(C2OC(COC(C)=O)C(OC(C)=O)C(OC(C)=O)C2Nc2ccc([N+](=O)[O-])cc2[N+](=O)[O-])c(=O)n1 (centres undefined) | 16 | 1 | -1 | 2 | 14 | 8
CCCCCCCCCCCCCCCCCCCC/C=C/C1CC(=O)OC1=O (centres undefined) | 27 | -6 | 17 | 17 | -5 | 7
COc1ccc(/C=N/NC(=O)c2cnc3[nH]c(=O)n(C)c(=O)c3c2)cc1 | 5 | 10 | 31 | 11 | 11 | 22
O=C(CCCCN1CCN2c3ccccc3CCC2C1)c1ccccc1 (centres undefined) | 59 | 71* | 94* | 54 | 90* | 69
C(=C\c1ccnc2ccccc12)/c1ccc2c(c1)OCO2 | -17 | 2 | 3 | 17 | 6 | 1
O=C1CCCC1C(O)(C(F)(F)F)C(F)(F)F (centres undefined) | 17 | -20 | -8 | -12 | -25 | -21
CCc1cc2c(c3ccccc13)CCC(C)(C(=O)OC)C2=O (centres undefined) | -13 | 59 | 30 | 69 | 57 | 29

Random excerpt: 2 entries already listed.
SMILES | cln2 rad14 | mec2-1 | sgs1 mgt1 | yeast bub3 | rad50 | yeast mlh1 rad18
COc1ccc(NC(=O)C(F)(F)F)cc1 | -2 | 4 | 10 | 1 | 9 | 2
COc1ccc(CCN=Cc2ccc(Cl)cc2)cc1OC | -1 | -28 | 15 | -17 | -4 | -11

Entries listed so far containing a CF3 group (three):
SMILES | cln2 rad14 | mec2-1 | sgs1 mgt1 | yeast bub3 | rad50 | yeast mlh1 rad18
O=C(Nc1ccc(C(F)(F)F)cc1[N+](=O)[O-])C(=O)Nn1c(=S)[nH]c2ccccc2c1=O | 18 | 12 | -5 | 8 | 20 | 23
COc1ccc(NC(=O)C(F)(F)F)cc1 | -2 | 4 | 10 | 1 | 9 | 2
O=C1CCCC1C(O)(C(F)(F)F)C(F)(F)F (centres undefined) | 17 | -20 | -8 | -12 | -25 | -21

Following part
SMILES | cln2 rad14 | mec2-1 | sgs1 mgt1 | yeast bub3 | rad50 | yeast mlh1 rad18
CNc1c2c(nc3ccccc13)CCCC2 | -44 | -10 | -10 | 15 | 2 | -19
C/C(N=NC(=S)N1CCSCC1)=C1\C=CC=CN1O | 30 | 0 | 2 | 17 | 10 | -5
O=C1CC(c2ccccc2)c2c(ccc3ccccc23)O1 (centres undefined) | 46 | 62 | 75* | 72* | 87* | 73*
O=C(O)CCC1C2CC(C1C(=O)O)C1C3CCC(C3)C21 (centres undefined) | 17 | 12 | 14 | -3 | 15 | 2
NC(=O)Cc1nc(O)cs1 | 9 | -26 | -11 | 6 | -5 | -13
Cc1c(-c2ccccc2)n[nH]c1-c1[nH]nc(-c2ccccc2)c1C | -15 | -17 | -24 | -41 | -10 | -19
COC(=O)c1nc(N)nc(C(=O)OC)c1C(=O)c1ccccn1 | -20 | -19 | 2 | -11 | -12 | -2
CCC[CH2][Ge]([CH2]CCC)([CH2]CCC)[n]1ccc2ccccc21 | 20 | 31 | 47 | 46 | 24 | 45
COc1cc(-c2cccs2)sc1-c1cccs1 | 9 | -7 | 31 | 20 | 10 | 13
Cc1cc2c(c3c1C(=O)CC3)CCCC2(C)C | -6 | 4 | 3 | 2 | 9 | -2
COc1ccc2c(c1)c1c(C)c3cnccc3c(C)c1n2CCCN1C(=O)c2ccccc2C1=O | -2 | 14 | 0 | 15 | 49 | 30
N=C1CSC2=NC3=C(CCC/C3=C\c3ccccc3)C(c3ccccc3)N12 (centres undefined) | 33 | 4 | 14 | 21 | 23 | 1
CC(=O)Oc1ccc(NC(=O)c2ccccc2)c2ccccc12 | -42 | -12 | 3 | -15 | -16 | -9
COc1cc(C2CC(=O)c3ccccc3O2)ccc1O (centres undefined) | 89* | 93* | 92* | 91* | 89* | 89*
CC(=O)c1cccc(OCc2ccccc2)c1 | nt | 3 | nt | nt | 6 | 8
CC1CN=C(N(C)C(=O)Nc2ccc(Cl)cc2)S1 (centres undefined) | 31 | 33 | 21 | 59 | 27 | 12
CCCN1c2c3c(O)c4c(O)c(C)c5c(c4c2O)C(=O)C(C)(O/C=C/C(OC)C(C)C(OC(C)=O)C(C)C(O)C(C)C(O)C(C)/C=C/C=C(/C)C(=O)N3C1C)O5 (centres undefined) | 37 | 36 | 44 | 19 | 23 | 18
O=NN(CCCl)C(=O)NCCSSCCNC(=O)N(CCCl)N=O (tested in a mixture with another compound) | 22 | 39 | 59 | 14 | 36 | 72*
Cc1nn(C(=O)Cc2ccccc2)c2c1C(c1ccc(O)cc1)SC(N)=N2 (centres undefined) | -2 | -7 | -14 | 10 | -34 | -2
SC[C@@H]1COC[C@H](CS)S1 | 10 | 19 | 20 | 33 | 37 | 29
CC1(C)OC2COC(CNS(C)(=O)=O)C2O1 (centres undefined) | 5 | -12 | -9 | 3 | 12 | 28
CCOC(=O)Cc1cc(=O)[nH]c(-n2[nH]c(C)c(CCO)c2=O)n1 | 12 | -19 | 11 | 13 | -17 | -2
CCCCCCCCCCCCCCCC1(OC)C[N+](C)(C)CCO1 (centres undefined) | 100* | 100* | 100* | 100* | 100* | 100*
CN(C)c1nc2ccccn2c1C(=O)c1ccccc1 | -19 | 0 | -13 | -1 | 5 | -6
O=C(Cc1nc2ccccc2nc1CC(=O)c1ccncc1)c1ccncc1 | 29 | 30 | 27 | 12 | 18 | 44
CCCCOCC(=O)c1ccc(O)cc1O | -42 | -7 | -18 | 7 | -16 | -26
S=P(N1CC1)(N1CC1)N1CC1 | 6 | -1 | 30 | 14 | 29 | -3
O=C(Nc1ccccc1)SC1CCCCC1 | -21 | 5 | -9 | 4 | -5 | -2
Cc1ccc(S(=O)(=O)Nc2ccc(NS(=O)(=O)c3ccc(C)cc3)cc2)cc1 | -8 | -1 | -1 | -1 | 28 | 9
CCOc1ccc(C(=O)OCCCl)cc1 | 5 | 1 | -3 | 7 | 10 | 11
CC(=O)C1(C(C)=O)C2=C(C(=O)C(Cl)=C(Cl)C2=O)N2C=CC=CC21 (centres undefined) | 97* | 99* | 98* | 98* | 98* | 98*
CN1C(=O)N(c2ccccc2)C2(CCN(CC3COc4ccccc4O3)CC2)C1=O (centres undefined) | 5 | -4 | 22 | -7 | 4 | 9
Cc1nn(-c2ccc(S(=O)(=O)[O-])cc2)c([O-])c1N=[N+](C)c1ccc(-c2ccc(N=Nc3ccc4c(S(=O)(=O)[O-])cc(S(=O)(=O)[O-])c(N)c4c3[O-])c([O-])c2)cc1[O-].[Cu+2].[Cu+2].[Na+] | 64 | 19 | -19 | -60 | -26 | 18
O=C(c1ccc([N+](=O)[O-])cc1)N1CCOCC1 | -18 | -26 | -8 | -10 | -12 | -10
CC1(C)OC(=O)C(C(N)=O)C1c1ccc(Cl)cc1 (centres undefined) | -3 | 1 | -6 | -6 | 6 | 14
CC1CC(C(=O)OC2OC(COC3OC(CO)C(OC4OC(C)C(O)C(O)C4O)C(O)C3O)C(O)C(O)C2O)C2CCC3(C)C(=CCC4(C)C3CCC3C(C)(CO)C(O)C(O)CC34C)C2C1C (centres undefined) | 27 | 68 | 73* | 78* | 60 | 24
Cc1ccc(S(=O)(=O)NN(C)C(=O)c2ccccc2)cc1 | -25 | -1 | 3 | 23 | -6 | -9
Cc1nnc(Nc2ccccc2)o1 | -1 | -2 | 0 | -10 | 8 | -26
COC(CCC#N)c1ccccc1 (centres undefined) | 6 | -26 | -4 | -7 | -26 | -4
[N-]=[N+]=NC1(c2ccccc2)C(=O)c2cccc3c4ccccc4n(c23)C1=O (centres undefined) | -1 | -6 | -2 | -13 | -3 | 1
O=C1C(c2ccccc2)=C(c2ccc(Br)cc2)C2(c3ccc(Br)cc3)CC12c1ccccc1 (centres undefined) | 23 | 10 | 26 | -3 | 22 | 28
COc1ccccc1N=Cc1ccc(C=Nc2ccccc2OC)cc1 | -8 | -43 | -14 | -18 | -8 | -13
OC/C(Br)=C(\Br)CO | -9 | -54 | -40 | -29 | -34 | -36
CCOC(=O)C1=C(Nc2ccc(Br)cc2)OCC1=O | 2 | -2 | -16 | -33 | 5 | 14
c1ccc2c(c1)ccc1c3ccncc3ccc21 | 96* | 98* | 98* | 97* | 98* | 97*

The list goes on; the last 2 above are carried over.
SMILES | cln2 rad14 | mec2-1 | sgs1 mgt1 | yeast bub3 | rad50 | yeast mlh1 rad18
CCOC(=O)C1=C(Nc2ccc(Br)cc2)OCC1=O | 2 | -2 | -16 | -33 | 5 | 14
c1ccc2c(c1)ccc1c3ccncc3ccc21 | 96* | 98* | 98* | 97* | 98* | 97*
C#CC(O)(CC)CCCC (centres undefined) | -18 | -13 | 10 | -11 | -9 | -4
NC(=O)c1c2c(cc3c(=O)c4ccccc4[nH]c13)CCCC2 | -23 | -3 | -7 | -4 | -4 | 5
O=C(NNC1=NCCCN1)c1ccco1 | -22 | -1 | 9 | 8 | 2 | -4
Cn1cnc([N+](=O)[O-])c1Sc1ncn[nH]1 | 25&0 | -2&3 | 3&8 | 22&4 | 6&-3 | 1&-54
Nc1ccc(-c2ccc3ccccc3n2)cc1 | -41 | 3 | -4 | -4 | 10 | 12
COC(=O)Cc1nn2c(nc1=O)sc1ccc3ccccc3c12 | 1 | -3 | 3 | -4 | -17 | -17
N#CCCN(c1ccc(/C=C2\N=C(c3ccc(Cl)cc3)OC2=O)cc1)S(=O)(=O)c1ccccc1 | -24 | 3 | -2 | 8 | 24 | 3
O=C(O)c1cc2sc(C(=O)O)cc2s1 | 0 | -2 | 7 | -4 | 7 | 3
COc1cccc2c1CCC1(O)OC(=O)CC21 (centres undefined) | 2 | 5 | -20 | -6 | -17 | -15
COc1ccccc1NC(=O)c1nc2ccc([N+](=O)[O-])cc2nc1C | 15 | 19 | 2 | 34 | 21 | 20
